# Compound activity deposited in PubChem by National Center for Advancing Translational Sciences (NCATS).
# Pf growth 96h = P. falciparum growth inhibition at 96 hour, primary screen for plastid delayed-death inhibitors | P. falciparum luciferase reporter growth, 96 h | AID 504834 | 320,000 tested, 6.9% active | Potency, µM (titrated, usually from 28.7 µM), for inactives: at the top dose activity change, negative = inhibition, most hits filed as inhibitors; further: potency means the concentration at half of the fitted maximal effect; on the % scale 0 is the no-effect control and ±100 the full control effect
#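 Plates of compound plus infected erythrocytes (2% hematocrit, 0.05% parasitemia final) incubate 96 hours, 37 C, 5% CO2. Detection reagent added; reduced luminescence from the parasites' luciferase reporter flags inhibition.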
# LmPK inh = LmPK (Leishmania mexicana) enzyme inhibition. Q27686. purified LmPK, Kinase-Glo ATP luminescence, 1 h. Potency, µM (highest dose often 57.5 µM), for inactives: at the highest dose activity change, negative = inhibition, hits mostly inhibitors. 290,000 tested, 0.37% active; further: potency means the concentration at half of the fitted maximal effect; on the % scale 0 is the no-effect control and ±100 the full control effect
# Target sequence (Q27686 whole entry, looked up): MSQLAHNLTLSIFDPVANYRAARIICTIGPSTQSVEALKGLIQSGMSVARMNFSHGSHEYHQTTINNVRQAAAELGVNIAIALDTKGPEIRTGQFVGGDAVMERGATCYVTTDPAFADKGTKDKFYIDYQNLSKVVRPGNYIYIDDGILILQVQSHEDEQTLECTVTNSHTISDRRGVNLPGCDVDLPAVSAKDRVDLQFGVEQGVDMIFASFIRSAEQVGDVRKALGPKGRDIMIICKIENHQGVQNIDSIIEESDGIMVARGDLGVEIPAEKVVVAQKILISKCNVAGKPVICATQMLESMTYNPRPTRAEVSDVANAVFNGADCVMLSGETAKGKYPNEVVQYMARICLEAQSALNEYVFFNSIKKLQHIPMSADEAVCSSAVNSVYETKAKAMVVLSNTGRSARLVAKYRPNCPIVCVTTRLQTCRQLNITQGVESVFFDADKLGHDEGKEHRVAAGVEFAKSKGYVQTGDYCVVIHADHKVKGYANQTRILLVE
#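 qHTS format; LmPK 0.1 nM; substrates PEP 0.5 mM and ADP 0.1 mM. One-hour room-temperature incubation, then coupled luciferase luminescence; 0.5 nM enzyme wells mark activation.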
# Shiga toxin inh = Shiga toxin inhibition; inhibition, % at 38.7 µM; 290,000 tested, 9.2% active; Vero cells, Shiga toxin protein synthesis inhibition reporter; in the data active means inhibition mostly above about 28%, no sharp cut-off; inactive means mostly below about 43%; further: 0% is about no effect
# Cycloheximide cs = counter-screen hit for Shiga toxin inhibitors, cycloheximide. cell reporter, cycloheximide protein synthesis inhibition counterscreen. max response, %. 300,000 tested, 12% active. AID 2314; in the data active means max response mostly above about 13%, no sharp cut-off; inactive means mostly below about 14%; further: read at 38.3 µM for the half of the compounds with a filed dose; 0% is about no effect
# TbPYK inhibitor = blocks Trypanosoma brucei pyruvate kinase. Q57TT1. TbPYK enzyme, Kinase-Glo Plus ATP luminescence, 45 min. Potency, µM (series often up to 76.8 µM), without a hit: at the top dose activity, negative = inhibition, hits mostly inhibitors. 410,000 tested, 0.12% active. AID 624173; further: potency means the concentration at half of the fitted maximal effect; on the % scale 0 is the no-effect control and ±100 the full control effect; nearly all actives have a fitted effect of over 50% in size
#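 Screened from lowest to highest concentration, compounds were pinned into TbPYK/substrate mixtures, and ADP (130 uM final) was added. Plates sat at room temperature for 45 min prior to Kinase-Glo Plus detection by luminescence.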
# AMA1 RON2 block = AMA1-RON2 (P. falciparum) interaction inhibition; Potency, µM (top dose mostly 58.2 µM), for inactives: at the top dose activity change, negative = inhibition, actives largely listed as inhibitors; AlphaScreen AMA1-biotinylated RON2 peptide binding; 360,000 tested, 0.2% active; AID 720542;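 further: potency means the concentration at half of the fitted maximal effect; 0% = vehicle wells and -100% = peptide control; nearly all actives have a fitted effect of over 45% in size; some results filed as inactive show a strong effect at the top dose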
#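 AMA1 (3D7) with his tag at 25 nM final met compounds first, then biotinylated RON2 peptide at 25 nM; detection used donor plus acceptor beads, 10 µg/mL apiece, read by AlphaScreen after 30 min at room temperature.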
# Pf growth 48h = P. falciparum growth inhibition at 48 hours (one generation); P. falciparum luciferase growth in erythrocytes, 48 h; Potency, µM (top dose mostly 28.7 µM), without a hit: top-dose activity change, negative = inhibition, most hits filed as inhibitors; 310,000 tested, 5.9% active; further: potency means the concentration at half of the fitted maximal effect; on the % scale 0 is the no-effect control and ±100 the full control effect
#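 Firefly luciferase activity from engineered P. falciparum reports growth; inhibitors lower the luminescent signal. Cultures contained 2% hematocrit erythrocytes at 0.1% final parasitemia.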
# * = called active by the depositor; ? = inconclusive; · = not tested or not shown; & = joins results of further samples; [ ] = another dose, or the depositor's remark. Unless noted, the call rests on the fitted dose curve; in most records, active means well fitted curve in the direction sought with a large enough effect; inconclusive means small, poorly fitted or top-dose-only effect, or another doubt; inactive means no such curve, though single readings can be large; an effect the other way counts as inactive or inconclusive.
# Each structure is followed by: Pf growth 96h	LmPK inh	Shiga toxin inh	Cycloheximide cs	TbPYK inhibitor	AMA1 RON2 block	Pf growth 48h
> CNC(=O)NC(=O)C(NC1CCCc2ccccc21)c1ccccc1 (centres undefined)
    ?	-2%	-3	2	-5%	-8%	?
> COc1cc(/C=N/NC(=O)c2ccc3nc[nH]c3c2)ccc1O
    8%	3%	-4	-2	6%	56%[activator]	-16%
> O=C(c1cc(F)c(F)cc1Cl)N1CCN(c2ncccn2)CC1
    5.2µM*	7%	5	0	2%	3%	-2%
> COc1ccc(OC)c(C(=O)c2ccc(C(=O)Nc3ccccc3)cc2)c1
    17%	5%	-19	1	-4%	-3%	?
> Cc1ccc2c(c1)C1(OCCCO1)C(=O)N2
    286%[activator]	0%	·	-1	-25%	3%	19%
> CCOc1ccc(NC(=O)c2cccc(-n3cnnn3)c2)cc1
    -20%	0%	3	0	6%	-2%	5%
> COc1cc(NC(=O)c2cccc(Cl)c2)c(OC)cc1NC(=O)CN1CCOCC1
    ·	-1%	-15	-11	6%	-6%	?
> Cc1ccc(C)c(N2CCN(C(=O)Cc3ccc(-n4c(=O)[nH]c5ccsc5c4=O)cc3)CC2)c1
    0%	8%	-2	-5	-1%	-1%	9%
> COc1ccccc1NC(=O)/C(=C\c1cccnc1)NC(=O)c1ccccc1
    26%	-2%	11	-4	-1%	12%	-12%
> O=C(O)c1sc2cccc(Cl)c2c1Cl
    1.3µM*	12%	50	16*	-2%	-1%	?
> Brc1ccc(-c2nnc(-c3cccc(Br)c3)o2)cc1
    ?	-2%	25	17	1%	19%	?
> COCCN(CCOC)S(=O)(=O)c1ccc(Cl)nc1
    11%	-12%	-1	-2	-4%	-1%	0%
> O=C(Cc1ccc(F)cc1)Nc1ccc2[nH]ncc2c1
    31%	2%	·	1	-8%	2%	13%
> O=C(NCc1ccc2c(c1)OCO2)c1cc(S(=O)(=O)N2CCCCC2)ccc1F
    ?	1%	14	-1	-16%	10%	-1%
> CC1CCC(NC(=O)c2nn(C)c3c2CSc2ccccc2-3)CC1 (centres undefined)
    ?	-15%	-4	-2	-2%	-13%	3%
> Cn1c(=O)oc2cc(S(=O)(=O)N3CCC(C(=O)N4CC=C(c5ccccc5)CC4)CC3)ccc21
    ?	1%	-4	-4	2%	6%	·
> CCOc1cc(C(=O)O/N=C(\N)c2ccccn2)cc(OCC)c1OCC
    -17%	-6%	54*	53*	2%	61%[activator]	?
> CN1C2C=C3C(C#N)=C(N)C(C#N)(C#N)[C@@H](c4ccc(Cl)cc4)[C@@H]3C1CC2 (some centres undefined)
    ?	2%	-1	-4	-1%	13%	?
> O=C(O)C1C2CCC(C2)C1C(=O)NCCc1cccc(Cl)c1 (centres undefined)
    ?	1%	15	2	3%	16%	-1%
> CN(Cc1nccs1)C(=O)C1CCC(=O)N(Cc2ccccc2F)C1 (centres undefined)
    ?	6%	-12	10	4%	2%	8%
> NC(=O)C1CCN(CC(=O)Nc2nc(-c3ccccc3)cs2)CC1
    -26%	-3%	-6	-3	-1%	43%[activator]	17%
> CC(C)c1ccc(-c2nn[nH]n2)cc1
    115%[activator]	-9%	47	23*	4%	1%	88%[activator]
> COc1ccc(-n2c(=S)[nH]c3cc(C(=O)NCc4ccco4)ccc3c2=O)c(OC)c1
    ?	-1%	-22	-2	-2%	84%[activator]	·
> Cc1ccc(NS(=O)(=O)c2c(C)nc3sccn3c2=O)c(C)c1
    ?	2%	2	1	0%	-4%	-4%
> Oc1c(CN2CCN(c3ccccn3)CC2)cc(Cl)c2cccnc12
    ·	1%	7	14*	4%	?	2.3µM*
> CC(C)C(NC(=O)/C(=C/c1ccco1)NC(=O)c1ccc(Br)o1)C(=O)O (centres undefined)
    48%[activator]	14%	-5	-1	1%	34%[activator]	-2%
> FC(F)(F)c1nc2ccccc2n2c(-c3c(Cl)cccc3Cl)nnc12
    -4%	6%	-6	-3	1%	2%	-26%
> O=C(O)CCCCCNC(=O)Nc1ccc2c(c1)OCCO2
    ·	2%	30	15	4%	4%	15%
> CN(c1nc(-c2ccccc2)cs1)C1CCS(=O)(=O)C1 (centres undefined)
    -5%	3%	61*	20*	-19%	-6%	35%[activator]
> Cc1cc(=O)oc2cc(OCc3ccc(S(=O)(=O)N4CCOCC4)cc3)ccc12
    ?	3%	-2	-2	1%	-14%	?
> COc1cccc(C2=NOC(C(=O)NCCCn3ccnc3)C2)c1 (centres undefined)
    8%	0%	13	7	1%	-3%	37%[activator]
> Cc1ccc2c(n1)CC(C)(C)C/C2=N\O
    10%	-2%	-5	-2	-4%	-22%	?
> O=C(Nc1cccc(Cl)c1)c1ccc(F)c(S(=O)(=O)NCc2cccs2)c1
    -9%	1%	20	1	-9%	9%	2%
> CC(C)(C)c1cc(NC(=O)CSc2nnc(NCc3ccccc3)s2)n(-c2ccccc2)n1
    -14%	4%	-19	3	8%	85%[activator]	-17%
> CCOC(=O)[C@H]1[C@H]2COc3ccc(OC)cc3[C@@H]2N2C(=O)CN(CC3CCCO3)C(=O)[C@@]12C (some centres undefined)
    ?	·	·	·	4%	0%	-5%
> O=C(NC1CCCCC1)C(c1ccc(F)cc1)N(C(=O)c1cccs1)c1ccc2c(c1)OCO2 (centres undefined)
    20%	4%	-13	-3	1%	-7%	-1%
> Nc1c(NC2CCCCC2)c2ccccc2oc1=O
    ·	-10%	-9	7	-5%	3%	-13%
> Cc1cccnc1NC(=O)CCNC(=O)c1ccc(Cl)cc1
    58%[activator]	-2%	-17	-3	-1%	-8%	9%
> COC(=O)CC1C(=O)NC(C)=C1C(=O)OC (centres undefined)
    -6%	2%	-2	-1	·	·	-4%
> COc1ccc(CC(NC(C)=O)C(=O)NC2CCN(C(=O)c3cc(OC)c(OC)c(OC)c3)CC2)cc1 (centres undefined)
    ?	4%	-4	1	-3%	-4%	84%[activator]
> Cc1ccccc1C(=O)N/N=C1\SCC(=O)N1Cc1ccco1
    39%[activator]	?	-11	-3	-3%	15%	-11%
> O=C(CCn1cccc(C(F)(F)F)c1=O)Nc1cccc(C(F)(F)F)c1
    37%[activator]	-8%	11	-1	0%	-9%	-20%
> O=C(OCN1C(=O)c2ccccc2C1=O)c1cc(S(=O)(=O)N2CCOCC2)ccc1F
    0%	·	·	·	-1%	0%	20%
> COc1cc(C(c2c(C)[nH][nH]c2=O)c2c(C)[nH][nH]c2=O)cc(OC)c1OC
    4%	1%	-9	1	-11%	-3%	-5%
> O=C(COC(=O)c1cncc(Br)c1)NCc1ccccc1Cl
    8%	4%	-11	1	-6%	-9%	-1%
> O=C(c1ccco1)N1CCN(S(=O)(=O)c2ccc(S(=O)(=O)NC3CCCCC3)cc2)CC1
    32%[activator]	-3%	-26	-5	1%	-2%	?
> O=C(Nc1nn[nH]n1)c1cccc([N+](=O)[O-])c1
    -4%	1%	15	8	2%	4%	6%
> O=C(CSc1nc2scc(-c3ccccc3)c2c(=O)[nH]1)Nc1ccccc1
    ?	0%	42	-2	-5%	12%	4%
> O=C1NN=COc2ccccc21
    36%[activator]	-1%	-3	-3	-1%	3%	5%
> CC1CCN(CCOc2ccc(OCc3ccccc3)cc2)CC1
    -22%	-3%	54*	39*	11%	-10%	15%
> Cn1cc(C(=O)N/N=C/c2cccs2)c2ccccc21
    ?	3%	67*	39*	2%	73%[activator]	?
> COc1ccc(C(=O)CC(=O)C(=O)Nc2ccccc2C(F)(F)F)cc1
    -10%	-1%	5	0	1%	111%[activator]	·
> COc1ccc2c(c1)[n+](=O)c(C(C)=O)c(C)n2[O-]
    -8%	1%	-15	2	-5%	0%	·
> O=C1CN2Cc3c(ccc(Cl)c3Cl)N=C2N1
    ·	·	-17	-12	4%&4%	3%	·
> COc1ccc(C(=O)NCCc2c[nH]c3ccccc23)cc1
    ?	-4%	77*	45*	-4%	-10%	59%[activator]
> O=C(N/N=C/c1coc2ccccc2c1=O)c1cn(-c2ccccc2)nc1-c1ccc(F)cc1
    -1%	2%	-7	-2	-4%	43%[activator]	15%
> O=C(Nc1ccc(Cl)cc1)C1CCN(C(=O)NC2CCCCC2)CC1
    6%	3%	-9	-2	-17%	2%	-5%
> O=C1CCN(CCc2ccccc2)CCN1[C@H](COc1ccccc1)Cc1ccccc1
    3.3µM*	-2%	4	-2	4%	0%	?
> O=C(Nc1cccc2ccccc12)C1CCCC1
    17%	-6%	-6	-1	0%	1%	32%[activator]
> COc1cccc(NC(=O)N2CCC(N3CCCCC3)CC2)c1
    0%	1%	-5	-2	2%	-1%	-11%

# Whole records as entered above:
# Listed for `Cc1ccc2c(n1)CC(C)(C)C/C2=N\O` : Pf growth 96h = 10%; LmPK inh = -2%; Shiga toxin inh = -5; Cycloheximide cs = -2; TbPYK inhibitor = -4%; AMA1 RON2 block = -22%; Pf growth 48h = ?
# Listed for `COc1ccc(C(=O)CC(=O)C(=O)Nc2ccccc2C(F)(F)F)cc1` : Pf growth 96h = -10%; LmPK inh = -1%; Shiga toxin inh = 5; Cycloheximide cs = 0; TbPYK inhibitor = 1%; AMA1 RON2 block = 111%[activator]; Pf growth 48h = ·

# Other structures
# Each structure is followed by: Pf growth 96h	LmPK inh	Shiga toxin inh	Cycloheximide cs	TbPYK inhibitor	AMA1 RON2 block	Pf growth 48h
> COCCN(CC(=O)Oc1ccccc1P(=O)(OC)OC)Cc1ccccc1
    2%	3%	-4	-1	2%	6%	3%
> CCc1ccc(NC(=O)COc2coc(CN3CCN(c4ccccc4)CC3)cc2=O)cc1
    ?	·	·	·	-1%	-7%	5.2µM*
> O=C(N/N=C\c1cccs1)c1sccc1-n1cccc1
    13µM*	8%	35	24	8%	7%	?
> Cc1cc(Br)c2c(c1)/C(=C/C(=O)c1cccs1)C(=O)N2
    ?	-2%	4	-4	-7%	-5%	-25%
> COc1ccc(NC(=O)C(Cc2ccccc2)n2cccc2)c(OC)c1 (centres undefined)
    ?	2%	24	-2	-7%&0%	-13%	?
> CC(C)CNC(=O)[C@@H]1CSC2c3ccccc3C(=O)N21 (some centres undefined)
    44%[activator]	0%	4	-2	3%	-3%	34%[activator]
> C#CCNC(=O)C1=C[C@H](c2ccc(C(F)(F)F)cc2)C[C@H](OCCCCO)O1
    ?	4%	42	8.6*	6%	-4%	?
> C=CCn1cccc(C(=O)Nc2ccc(C)c(C)c2)c1=O
    165%[activator]	-6%	107*	45*	2%	-11%	91%[activator]
> CC(C)(C)Cc1nnc(NC(=O)Cc2cccs2)s1
    46%[activator]	1%	-2	-3	-7%	-7%	23%
> CC1(C)C2CC=C(/C=N/NC(=O)c3ccccc3O)C1C2 (centres undefined)
    -24%	-1%	36*	8	0%	?	-20%
> Cn1cc(CN2CCC(C(=O)N3CCCCC3)CC2)c(-c2ccccc2F)n1
    6%	-2%	-6	1	0%	3%	-4%
> CCc1ccc(NC(=O)C2CCN(S(=O)(=O)c3ccc4[nH]c(=O)ccc4c3)CC2)cc1
    ?	-6%	-8	-3	3%	0%	-5%
> CCOc1cc(C=O)ccc1OCc1cc(=O)n2cc(C)ccc2n1
    4%	-3%	-13	-4	2%	1%	7%
